HP1b binding inh – HTS for Inhibitors of HP1-beta Chromodomain Interactions with Methylated Histone Tails; Chromobox protein homolog 1 (Homo sapiens), P83916; AlphaScreen HP1-beta / biotin-H3K9me3 peptide binding; Potency, µM (series often up to 114 µM), for inactives: top-dose activity change, negative = inhibition, hits mostly inhibitors; 390,000 tested, 0.56% active; note: nearly all actives have a fitted effect of over 70% in size; inactives centre near 23
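HP1-beta protein (50 nM final) preincubated 30 min at room temperature with biotinylated H3(1-18)K9me3 peptide (50 nM) in PBS pH 7.4, 0.01% Tween-20, then compound added for 30 min. AlphaScreen streptavidin donor/nickel chelate acceptor beads (10 ug/mL final), 30 min dark, luminescence read.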
JMJD2A Tudor inh – qHTS Assay for Inhibitors of JMJD2A-Tudor Domain. Lysine-specific demethylase 4A (Homo sapiens), O75164. AlphaScreen JMJD2A-Tudor / H3K4me3 peptide binding. Potency, µM (titrated, usually from 114 µM), for inactives: at the highest dose activity change, negative = inhibition, hits mostly inhibitors. 390,000 tested, 4.4% active; note: % is set by controls: 0 for no effect and ±100 for the full control effect; nearly all actives have a fitted effect of over 50% in size
Pol iota inh – qHTS for Inhibitors of Polymerase Iota | DNA polymerase iota (Homo sapiens), Q9UNA4 | Pol iota fluorescent replication assay, 10 min | Potency, µM (doses to about 115 µM), for inactives: at the highest dose activity, negative = inhibition, most hits filed as inhibitors | 390,000 tested, 1% active | AID 588590, 2011
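Pol iota at 10 nM preincubated 15 min with compounds at room temperature; reaction started with fluorescent substrate, 50 nM final. Fluorescence read kinetically at 0 and 10 min; buffer-only wells as negative control.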
BAZ2B inh – qHTS Assay for Inhibitors of BAZ2B. Bromodomain adjacent to zinc finger domain protein 2B (Homo sapiens), Q9UIF8. AlphaScreen BAZ2B-H3K14Ac peptide displacement. Potency, µM (series often up to 114 µM), without a hit: at the top dose activity change, negative = inhibition, most hits filed as inhibitors. 360,000 tested, 4.4% active. AID 504333, 2011; note: % is set by controls: 0 for no effect and ±100 for the full control effect; nearly all actives have a fitted effect of over 60% in size
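AlphaScreen displacement of biotin-H3(5-23)K14Ac peptide (50 nM final) from BAZ2B (50 nM final) in PBS pH 7.4, 0.01% Tween-20; complex preformed 30 min RT, then compounds (top 110 uM) 30 min RT, beads 20 min dark.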
GLS inhibitor – qHTS for Inhibitors of Glutaminase (GLS); Glutaminase kidney isoform, mitochondrial (Homo sapiens), O94925; Potency, µM (titrated, usually from 45.5 µM), without a hit: at the highest dose activity change, negative = inhibition, actives largely listed as inhibitors; 410,000 tested, 0.21% active; GLS enzymatic activity, qHTS titration; note: % is set by controls: 0 for no effect and ±100 for the full control effect
Target sequence (O94925 whole entry, looked up, canonical isoform): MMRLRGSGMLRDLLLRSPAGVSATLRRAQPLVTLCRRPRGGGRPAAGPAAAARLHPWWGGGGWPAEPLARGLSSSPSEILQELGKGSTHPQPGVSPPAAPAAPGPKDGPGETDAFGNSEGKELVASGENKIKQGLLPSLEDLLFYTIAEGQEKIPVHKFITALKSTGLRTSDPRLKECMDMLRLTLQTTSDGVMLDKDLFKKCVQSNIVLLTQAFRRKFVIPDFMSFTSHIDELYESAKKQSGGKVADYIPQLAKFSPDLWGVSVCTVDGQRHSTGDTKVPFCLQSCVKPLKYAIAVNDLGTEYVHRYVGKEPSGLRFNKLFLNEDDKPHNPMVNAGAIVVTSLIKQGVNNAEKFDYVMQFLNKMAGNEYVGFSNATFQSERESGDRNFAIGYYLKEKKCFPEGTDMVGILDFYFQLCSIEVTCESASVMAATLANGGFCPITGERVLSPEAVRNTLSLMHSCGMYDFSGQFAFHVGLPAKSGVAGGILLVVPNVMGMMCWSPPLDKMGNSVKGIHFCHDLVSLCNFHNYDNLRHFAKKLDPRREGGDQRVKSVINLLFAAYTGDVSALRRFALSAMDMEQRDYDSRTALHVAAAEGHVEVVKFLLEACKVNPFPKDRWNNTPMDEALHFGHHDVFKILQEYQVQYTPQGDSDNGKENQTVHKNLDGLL
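Enzyme dispensed in phosphate buffer (45 mM, pH 8.2, 0.02% Tween-20), compounds pinned in, then 1 mM L-glutamine solution and the glutamate oxidase–HRP–Amplex Red mix added; fluorescence read immediately and again after 30 min at room temperature.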
Pin1 inh – qHTS Assay to Find Inhibitors of Pin1; Pin1 FP peptide displacement, HiFluor488, 10 min; Potency, µM (top dose mostly 115 µM), for the others: top-dose activity, negative = inhibition, actives largely listed as inhibitors; 390,000 tested, 0.009% active; AID 504891, 2011; active = well fitted inhibition curve with a large enough effect in the polarisation, with a control signal flat, not every such curve was filed as active; inconclusive = small, poorly fitted or top-dose-only effect, or effect the other way, or a change in a side signal; inactive = no such curve, though single readings can be large or run the other way; the % refers to the polarisation; note: % is set by controls: 0 for no effect and ±100 for the full control effect
Target sequence (Q13526 whole entry, looked up): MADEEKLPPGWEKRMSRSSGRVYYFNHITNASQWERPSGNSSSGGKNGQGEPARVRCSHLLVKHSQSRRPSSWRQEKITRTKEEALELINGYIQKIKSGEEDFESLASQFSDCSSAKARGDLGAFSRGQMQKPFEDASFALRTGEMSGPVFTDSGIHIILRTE
Tb PGK inh – qHTS Assay to Find Inhibitors of Phosphoglycerate Kinase; PGK/GAPDH coupled, Kinase-Glo luminescence, 60 min; Potency, µM (highest dose often 57.5 µM), inactives show at the top dose activity change, negative = inhibition, actives largely listed as inhibitors; 380,000 tested, 0.043% active; note: % is set by controls: 0 for no effect and ±100 for the full control effect; nearly all actives have a fitted effect of over 60% in size
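Recombinant glycosomal PGK reaction used 1,3-bisphosphoglycerate generated in-well by GAPDH (100nM final) in 100mM TEA pH 7.6, 5mM MgCl2, 0.01% Tween-20. After 60 minutes at room temperature, ATP was read by Kinase-Glo Plus luminescence end-point.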
G9a inh – qHTS Assay for Inhibitors of Histone Lysine Methyltransferase G9a; G9a H3K9 monomethylation, AlphaScreen, 2 h; Potency, µM (top dose mostly 102 µM), for the others: at the top dose activity, negative = inhibition, usual class: inhibitors; 350,000 tested, 8.8% active; note: % is set by controls: 0 for no effect and ±100 for the full control effect; nearly all actives have a fitted effect of over 75% in size
Target sequence (Q96KQ7 913-1193 limits assumed): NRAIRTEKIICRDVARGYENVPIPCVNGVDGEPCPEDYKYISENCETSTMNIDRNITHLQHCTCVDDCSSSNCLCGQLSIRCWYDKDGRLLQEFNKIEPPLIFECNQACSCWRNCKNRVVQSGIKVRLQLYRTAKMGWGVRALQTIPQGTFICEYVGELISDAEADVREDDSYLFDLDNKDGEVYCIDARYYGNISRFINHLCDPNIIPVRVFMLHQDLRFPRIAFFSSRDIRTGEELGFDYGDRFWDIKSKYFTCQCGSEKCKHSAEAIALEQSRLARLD
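Using a bead-based AlphaScreen, monomethylated H3K9 product from 2 h room-temperature reactions (G9a 20 nM, peptide 500 nM, SAM 20 uM) was detected with 0.5 ug/mL rabbit anti-H3K9me1 antibody.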
BLM helicase inh – qHTS Assay for Inhibitors of Bloom's syndrome helicase (BLM); Potency, µM (highest dose often 56.1 µM), without a hit: at the top dose activity change, negative = inhibition, usual class: inhibitors; AID 2528, 2010; recombinant BLM DNA unwinding, fluorescence dequenching; 350,000 tested, 0.2% active; RecQ-like DNA helicase BLM (Homo sapiens), P54132;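 note: plate controls were vehicle for no effect and no enzyme for full effect; nearly all actives have a fitted effect of over 35% in size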
The depositor's hits bear a star; i = inactive; ? = inconclusive; / = no result given; & = joins results of further samples; ! = not confirmed by another sample; [ ] = dose if it differs, or a comment. Unless noted, calls come from the whole dose curve; as a rule, active = well fitted curve in the direction sought with a large enough effect; inconclusive = small, poorly fitted or top-dose-only effect, or another doubt; inactive = no such curve, though single readings can be large; an effect the other way counts as inactive or inconclusive. Potency is the fitted concentration of half-maximal effect. This is a subset (hit frequency here may not be typical).

SMILES | HP1b binding inh | JMJD2A Tudor inh | Pol iota inh | BAZ2B inh | GLS inhibitor | Pin1 inh | Tb PGK inh | G9a inh | BLM helicase inh
Cc1cc(NC(=O)CSc2nc3cc(Cl)ccc3o2)no1 | -12.8% | -11.0% | 11.6% | -15.2% | 1.0% | 7.2% | -8.1% | -21.2% | -2.1%
COc1ccc(N2C(=O)C(C)C(Cc3ccc(C)cc3)C2=O)cc1 (centres undefined) | 20.8% | -6.8% | 137.7%[activator] | 12.6% | 2.3% | -8.3% | i | 9.9%[0.501 µM] | -5.4%
O=C(c1ccco1)N1CCN(S(=O)(=O)c2ccc3c(c2)CCN3C(=O)C2CCC2)CC1 | 17.0% | -11.4% | 20.3% | -0.4% | 16.3% | -4.8% | -1.8% | -5.3%[59 µM] | 3.8%
COc1cc2c(cc1OC)C(c1ccc(C)o1)CC(=O)N2 (centres undefined) | 19.4% | -22.4% | 21.2% | -35.5% | 3.2% | -0.6% | 9.8% | 20µM* | -0.6%
C[n+]1ccn(CC(=O)c2cc(C(C)(C)C)c(O)c(C(C)(C)C)c2)c1 | 42.3% | -3.7% | 40.9%[activator] | 5.6% | 0.1% | -4.1% | 1.8% | / | 1.6%
COc1ccc(-c2nc3c(c(SCC(=O)N4CCCC4)n2)COC(C)(C)C3)cc1 | 15.5% | -24.4% | 83.3%[activator] | / | 1.6% | 3.3% | -5.6% | / | /
CC1(C)CC(=O)C/C(=N/NC(=O)CCCOc2ccc(Cl)cc2Cl)C1 | 44.3% | -5.3% | -9.6% | -2.6%[57.1 µM] | 16.0% | -0.3% | -4.2% | 49.9%[activator] | -3.6%
O=C1CC(c2ccccc2)CC(O)=C1C=NCCN1CCOCC1 (centres undefined) | 35.3% | -12.8% | 14.1% | -4.4% | 6.3% | 0.1% | / | 12.6µM* | -0.4%
O=C(Nc1ccccc1N1CCOCC1)c1ccco1 | 5.0% | -8.5% | 11.9% | 4.8% | 3.7% | -3.6% | i | 17.2% | -4.7%
Cc1cc(OC(=O)c2ccc(S(=O)(=O)N(C)C)cc2)cc(=O)o1 | 73.0%[activator] | -5.3%[11.4 µM] | ? | ? | -6.0% | -0.7% | 3.8% | -6.9%[12.7 µM] | -2.1%
CC(C)Oc1ccc(C(=O)NCc2ccco2)cc1 | ? | -11.6%[11.4 µM] | 3.5% | -11.9% | 22.3% | -1.9% | 0.4% | -0.2%[12.7 µM] | 1.3%
CC1N(O)C(c2ccc(Cl)cc2Cl)N(O)C1(C)C (centres undefined) | 52.9%[activator] | -10.4% | -0.4% | 5.6% | 20.7% | 0.6% | -11.1% | -1.6%[59 µM] | 3.6%
COc1ccc(C2C(=O)N(C3CCCCC3)CC(=O)N2Cc2ccc3c(c2)OCO3)cc1 (centres undefined) | 21.5% | -20.0% | -1.5% | -0.1% | -6.9% | 0.5% | -25.2% | -11.0%[59 µM] | -5.9%
COc1cccc(-n2c(CN3CCN(c4cccc(C)c4)C(C)C3)nc3ccc([N+](=O)[O-])cc3c2=O)c1 (centres undefined) | -12.8% | ? | 16.4% | -37.6% | 8.1% | -6.6% | -2.7% | 8.7%[59 µM] | -7.8%
O=S(=O)(Nc1ncccn1)c1ccc(NS(=O)(=O)c2cc(Cl)ccc2Cl)cc1 | 28.0% | 9.6% | 53.2%[activator] | -1.6% | 3.5% | -16.6% | -2.6% | ? | -3.7%
COC(=O)c1c(SCC(=O)Nc2cccc(C(F)(F)F)c2)[nH]c2ccccc2c1=O | 15.3% | -11.7% | -16.4% | -12.5% | -1.7% | -0.9% | -8.5% | 12.4%[59 µM] | -1.3%
COC(=O)c1ccc(/C=C(\C#N)c2ccccn2)cc1 | 51.5%[activator] | -6.2% | 19.4% | -4.6% | 2.0% | 3.7% | -7.7% | -23.5% | 0.8%
COC(=O)c1nc2nc(-c3cccs3)cc(C(F)(F)F)n2n1 | 39.2%[activator] | 0.0% | 15.7% | -6.8% | -4.9% | -9.9% | -4.0% | 6.9% | 2.7%
Cc1cccc2sc(N3CCN(C(=O)c4cccs4)CC3)nc12 | 25.4% | -8.9% | 60.5%[activator] | -3.2% | 1.0% | -2.0% | 6.3% | 6.1%[0.501 µM] | /
CC1CCc2c(sc3nc4n(c(=O)c23)CCS4)C1 (centres undefined) | 31.6% | -1.5% | -5.6% | -0.7% | 6.6% | 0.8% | 5.1% | 50.1µM* | 1.4%

Brought forward from above: 2 compounds, then new ones.
SMILES | HP1b binding inh | JMJD2A Tudor inh | Pol iota inh | BAZ2B inh | GLS inhibitor | Pin1 inh | Tb PGK inh | G9a inh | BLM helicase inh
Cc1cccc2sc(N3CCN(C(=O)c4cccs4)CC3)nc12 | 25.4% | -8.9% | 60.5%[activator] | -3.2% | 1.0% | -2.0% | 6.3% | 6.1%[0.501 µM] | /
CC1CCc2c(sc3nc4n(c(=O)c23)CCS4)C1 (centres undefined) | 31.6% | -1.5% | -5.6% | -0.7% | 6.6% | 0.8% | 5.1% | 50.1µM* | 1.4%
CC(C)CNS(=O)(=O)c1ccc(S(=O)(=O)N2CCN(CCC#N)CC2)cc1 | 16.7% | -21.1% | -27.6% | 10.4% | 0.3% | -5.4% | -4.2% | -17.4%[59 µM] | 2.1%
CN(C)C(=O)c1ccc(=O)n(Cc2ccc(Cl)cc2Cl)c1 | 19.3% | -7.0% | 146.6%[activator] | -3.9% | -7.7% | -6.6% | i | 24.4% | -4.9%
CCOc1ccccc1C(=O)NCC(=O)OCc1csc(CC(=O)Nc2ccc(C)cc2)n1 | 32.7% | -16.7% | 13.8% | 3.3% | 2.6% | 0.1% | 3.6% | -35.2%[59 µM] | /
COc1ccc(-c2noc(CNC(=O)Nc3ccc(F)cc3)n2)cc1 | 11.4% | -13.8% | 28.1% | ? | -14.6% | 2.2% | -3.4% | -25.4% | -6.7%
CSc1nc(C)cc(OCC(=O)N/N=C/c2ccccc2O)n1 | 40.3%[activator] | -15.6% | 8.4% | 11.6% | 16.3% | -0.7% | -6.4% | 63.3%[activator][59 µM] | 3.5%
CC1=CC(C)(C)Nc2ccccc21 | 24.2%&9.6% | ? | 13.5%&-12.6% | 50.1µM*! | 40.5%&22.1%[activator] | -3.9%&-11.4% | -7.2%&-0.8% | 6.4%&40.3%[0.501 µM] | -4.9%
COc1ccc(-n2nc(N)c(C(N)=O)n2)cc1 | -19.0% | -23.3%[11.4 µM] | 92.1%[activator] | ? | -11.2% | -1.8% | 9.0% | 44.7µM* | -2.0%
CCOC(=O)c1sc2ncn(CC(=O)Nc3ccc(OCC)cc3)c(=O)c2c1C | 23.2% | -16.4% | 12.8% | 2.5% | -10.5% | -3.2% | -1.6% | 1.7%[59 µM] | 0.4%
Cc1nn2c(-c3ccc(F)cc3)ccnc2c1Br | 41.3% | 19.0% | 52.1%[activator] | 6.7% | -2.0% | 0.1% | 0.5% | 26.6% | -5.4%
CCOCCCN(C(=O)c1snc(C(N)=O)c1N)C(C(=O)NC(C)(C)C)c1ccc(Cl)cc1 (centres undefined) | 8.2% | -11.0% | -18.0% | 5.5% | 10.9% | -7.4% | -7.5% | ? | -2.0%
O=C1NC(=S)N/C1=C/c1ccc2ccccc2c1 | 17.9% | -18.5% | 12.8% | -27.5% | 7.4% | -0.9% | -1.0% | 4.0% | -3.0%
CCOC(=O)C(=Cc1ccc(-n2ccnc2)cc1)C(=O)OCC | 33.6% | -14.6% | 17.8% | ? | -1.3% | 5.7% | -6.2% | 44.7µM* | -4.9%
COc1ccc(N(CC(=O)NC2CCCCC2)C(=O)CNC(=O)c2cccs2)cc1 | 20.4% | 13.0% | 133.6%[activator] | -6.4% | -5.9% | 2.3% | 3.0% | 14.5% | -1.9%
COc1ccc2c(ccn2S(=O)(=O)c2ccccc2)c1 | 94.8%[activator] | 80.3%[activator] | 17.9% | 112.3%[activator] | -0.9% | 1.4% | 4.0% | / | -16.2%
O=C(C=Cc1ccccc1Cl)c1ccccc1 | 37.7%[57 µM] | 62.1%[activator] | ? | / | -1.0% | 1.2% | -2.4% | / | /
COC(=O)/C=C/c1cc(F)ccc1S(=O)(=O)NC(C)(C)C | 51.5%[activator] | -6.3% | 29.9%&17.4% | / | 3.2% | -5.8% | i | / | /
Cc1ccc(C(C)(C)C)c(SCC(=O)Nc2nnc(C)s2)c1 | 13.4% | -6.8% | 67.0%[activator] | 1.4% | -14.1% | 1.5% | -4.5% | -0.1% | -1.9%
CC(=O)c1cccc(N2C(=NC(=O)CCc3ccccc3)SC3CS(=O)(=O)CC32)c1 (centres undefined) | 47.0%[activator] | -13.5% | -15.4% | -21.4% | -19.8% | -0.2% | -1.1% | 5.6% | -2.8%
CCC1CN(C(=O)N2CCC(C(=O)NCc3ccc(C)o3)CC2)c2cc(C)ccc2O1 (centres undefined) | 22.1%&36.1% | -26.4%&-13.5% | 7.7%&11.7% | -22.9% | -11.2%&4.8% | -9.2%&-0.9% | -4.5% | 44.7µM* | 0.7%&-7.4%
CN(C)/C=N/c1nc2nccc(-c3ccccn3)n2n1 | 49.4%[activator] | -2.0% | 93.1%[activator] | -1.2% | -8.3% | -4.4% | -8.9% | 25.2% | -1.8%
CN(C)C(=O)/C(=C\c1ccc(-c2cccc([N+](=O)[O-])c2)o1)NC(=O)c1ccccc1 | 21.7% | -34.7% | 11.5% | ? | 3.1% | 4.2% | -7.8% | ? | -2.8%
Cc1ccc2cc(CN(C)C(=O)C3CCCO3)c(=O)[nH]c2c1 (centres undefined) | 20.5% | -7.0% | 7.6% | / | -0.1% | -0.5% | 5.2% | 2.8%[59 µM] | -2.9%

Bioassay records deposited in PubChem by National Center for Advancing Translational Sciences (NCATS).
